H9c2 protect: protects H9c2 cardiomyocytes from peroxide injury; protection from H2O2 cell death, % at 20 µM; 360,000 tested, 0.63% active; H2O2 injury protection, ATPLite, 2 h;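 active = compounds giving at least 50% protection of heart cells from peroxide-induced death in the single-dose screen, raw or plate-pattern-corrected value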;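 note: 0% = DMSO wells with peroxide and 100% = DMSO wells without peroxide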
NOD2-RIPK2 inh: inhibitors of human NOD2-RIPK2 interaction. CHO BLA complementation NOD2-RIPK2, CCF4 ratio. inhibition, % at 4.98 µM. AID 624267. 360,000 tested, 0.38% active; in the data active = inhibition above about 21%;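 note: 0% = vehicle only and 100% = reference blocker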
Target sequence (O43353 whole entry, looked up): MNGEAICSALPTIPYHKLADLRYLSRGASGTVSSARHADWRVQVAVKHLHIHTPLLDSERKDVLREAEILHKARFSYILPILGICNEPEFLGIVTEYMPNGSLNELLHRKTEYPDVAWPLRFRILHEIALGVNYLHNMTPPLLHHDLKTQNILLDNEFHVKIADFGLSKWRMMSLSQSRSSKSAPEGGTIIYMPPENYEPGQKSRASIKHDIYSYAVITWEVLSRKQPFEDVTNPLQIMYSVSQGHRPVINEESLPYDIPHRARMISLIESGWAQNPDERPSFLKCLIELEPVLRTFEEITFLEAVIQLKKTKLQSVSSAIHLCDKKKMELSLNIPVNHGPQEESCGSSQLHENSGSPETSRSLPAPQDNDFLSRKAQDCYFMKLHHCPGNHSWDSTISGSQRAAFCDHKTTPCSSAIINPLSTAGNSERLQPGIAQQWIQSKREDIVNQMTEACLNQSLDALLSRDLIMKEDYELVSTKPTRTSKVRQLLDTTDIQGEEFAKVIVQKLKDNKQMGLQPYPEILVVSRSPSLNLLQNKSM
MC4R ag barr: agonists of human melanocortin 4 receptor (MC4R) beta-arrestin | P32245 | U2OS MC4R beta-arrestin complementation, luminescence; percent of melanotan II response, DMSO zero | activation, % at 8.9 µM | 360,000 tested, 0.98% active | AID 540308;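 active = activation above a per-plate cutoff, the mean activation of sample wells on that plate plus 3 SD, cut at about 8% in these data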
Target sequence (P32245 whole entry, looked up): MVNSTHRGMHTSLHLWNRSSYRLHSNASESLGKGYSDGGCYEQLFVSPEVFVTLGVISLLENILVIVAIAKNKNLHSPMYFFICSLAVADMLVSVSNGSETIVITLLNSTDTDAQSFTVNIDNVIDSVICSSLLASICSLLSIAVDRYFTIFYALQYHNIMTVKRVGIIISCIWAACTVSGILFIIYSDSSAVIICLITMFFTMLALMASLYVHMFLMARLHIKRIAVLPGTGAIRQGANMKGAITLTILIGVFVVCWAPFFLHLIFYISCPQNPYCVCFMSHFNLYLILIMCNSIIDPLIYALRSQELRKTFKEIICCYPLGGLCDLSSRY
m5-HT2A agonist: agonists of mouse serotonin 5-HT2A receptor (HTR2A); activation, % at 7.6 µM; CHO-K1 mHTR2A beta-arrestin complementation, luminescence; percent of 30 µM serotonin response; 360,000 tested, 0.66% active; AID 624169;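 active = activation above a run cutoff, the mean activation of all tested compounds plus 3 SD, cut at about 14% in these data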;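 note: 0% = plate median of compound wells and 100% = 30 µM serotonin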
NCOA2 inhibitor: human SRC2 (NCOA2) inhibition | Q15596 | HEK293 GAL4-SRC2 luciferase reporter, luminescence | inhibition, % at 9 µM | 370,000 tested, 0.17% active;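 active = inhibition above the mean inhibition of all tested compounds plus 3 SD, set per campaign, cut at about 52% in these data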;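 note: 0% = DMSO treated cells and 100% = cells given Gossypol at 36 µM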
Glyco luc inh: N-linked glycosylation inhibition; D54 ERlucT glycosylation luciferase reporter, 24 h; percent of 100 nM tunicamycin response; reporter increase, % at 12.5 µM; 360,000 tested, 0.23% active; AID 588692;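 active = mean luciferase reporter signal, scaled so untreated is 0 and the glycosylation-blocking control 100, at or above a set limit in every replicate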;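 note: luciferase carries N-glycosylation sites so blocking glycosylation raises the light; 0% = median of neutral control wells and 100% = median of 100 nM tunicamycin wells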
ABHD5 PLIN5 PPI: blocks binding of human ABHD5 to perilipin-5 | inhibition, % at 4 µM | AID 602281 | 360,000 tested, 0.78% active | Split G. princeps luciferase complementation, luminescence, 4 h;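 active = inhibition above the mean inhibition across every tested compound plus 3 SD, cut at about 22% in these data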;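 note: 0% = DMSO only wells and the 100% control is not disclosed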
MC4R antagonist: blocks human MC4R cAMP signaling; inhibition, % at 6.5 µM; MC4R-expressing cells, MTII-stimulated cAMP, LANCE TR-FRET; P32245; 360,000 tested, 0.48% active;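 active = inhibition above its plate's cutoff, the mean of tested wells on that plate plus 3 SD, cut at about 29% in these data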;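 note: 0% = Melanotan II alone and 100% = Melanotan II plus saturating MCL0020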
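Assay system: human MC4R-expressing U2OS cells; reagent: Melanotan II stimulation of cells; dosing: 6.5 µM single dose; timing: compound 30 min, challenge 1 h, detection 1 h; signal: TR-FRET cAMP assay; replicates: one well per compound, no replicates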
TLR9-MyD88 inh: blocks human TLR9 binding to MyD88; Q9NR96+Q99836; CHO BLA complementation TLR9-MyD88, CCF4 FRET ratio; inhibition, % at 4.98 µM; 340,000 tested, 0.21% active;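 active = inhibition above the mean over all tested compounds plus 3 SD, cut at about 21% in these data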;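 note: 0% = DMSO only wells and 100% = clavulanate BLA inhibitor control wells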
ABCB6 inh MLPCN: blocks the human ABCB6 transporter. K562-ABCB6 porphyrin accumulation, flow cytometry, 1 h; stronger effect = lower value. AID 602162. 360,000 tested, 0.19% active. fluorescence ratio to DMSO, % at 10 µM. Q9NP58;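 active = fluorescence ratio to DMSO below 75%, the collection mean minus 3 SD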;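 note: signal is porphyrin accumulated inside mitochondria; 100% equals median channel fluorescence of DMSO control wells; lower ratio means ABCB6 inhibition with less porphyrin fluorescence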
An asterisk follows results filed as active; . = not tested or not shown. These rows are one share of the data; rates above refer to the full screens.

Structure	H9c2 protect	NOD2-RIPK2 inh	MC4R ag barr	m5-HT2A agonist	NCOA2 inhibitor	Glyco luc inh	ABHD5 PLIN5 PPI	MC4R antagonist	TLR9-MyD88 inh	ABCB6 inh MLPCN
O=C(CCC1CCCN(C(=O)C2CCCC2)C1)NCc1ccc(F)c(F)c1 (configuration not stated)	-2	-6	-0.9	-1	-5	-1	-1	2	2	100
Cc1ccc(C(=O)CSc2ccc(-c3ccncc3)nn2)cc1	-7	-3	-2.5	1	7	-1	-8	6	10	96
O=C(Nc1nnc(-c2cccs2)o1)c1ccc(S(=O)(=O)N2CCOCC2)cc1	18	9	0.6	2	-20	1	-1	4	9	99
NC(=O)C1=C[C@@H](C2CCCCC2)C[C@@H](OCc2ccc(CO)cc2)O1	-14	-6	0.6	2	-33	-1	9	7	5	94
c1ccc(-c2nnnn2-c2ccccn2)cc1	-1	3	1.5	1	-25	3	2	-1	8	89
COc1ccccc1N(CC(=O)NC1CCCCC1)C(=O)CCC(=O)Nc1nccs1	2	-5	-1.1	5	-7	3	5	2	0	97
Cc1ccc(OCC(=O)N2c3ccccc3CC2C)c([N+](=O)[O-])n1 (configuration not stated)	3	-4	-1.6	1	-16	2	6	-4	2	90
COc1ccc(Cc2nnc(Nc3ccc(C)cc3)o2)cc1OC	1	5	-0.3	-7	-31	0	-6	5	-15	99
S=C(Nc1ccccc1)N1CCCN1c1ccccc1	-9	-5	-1.2	3	19	-2	-2	14	0	99
Cc1ccc(-c2c(C)sc3ncn(CC(=O)N4CCOCC4)c(=O)c23)cc1C	4	2	0.4	1	-25	1	0	22	0	97
COCCCNC(=S)NNC(=O)c1cccnc1	-1	-7	-1.4	-3	-11	0	-6	5	1	97
COc1ccccc1CNC(=O)CCC(=O)N1CCOc2ccc(Cl)cc21	4	4	-0.2	-6	12	-1	-2	13	9	102
Cc1cnc(C(=O)OCc2cc(=O)n3c(C)cccc3n2)cn1	11	-16	-0.3	9	21	-1	2	-1	0	100
Cc1nc(NCCO)c2nnn(Cc3ccccc3F)c2n1	6	0	-0.5	0	2	-2	0	2	2	93
Cc1cc(C)cc(NC(=O)COC(=O)[C@@H](NC(=O)c2ccco2)C(C)C)c1	4	-4	0.8	-2	-8	-2	4	24	-1	106
Cc1cn([C@H]2C[C@H](O)[C@@H](CNCc3ccc(-c4cc(Cl)ccc4C(F)(F)F)o3)O2)c(=O)[nH]c1=O	-7	9	-0.3	2	-10	-1	-2	0	-7	98
O=C(CSc1nnc(NC(=O)c2c(F)cccc2F)s1)NC1CCCCC1	0	-6	-0.4	-1	-8	1	-8	27	-4	100
CCc1ccc(NC(=O)CCC(=O)Nc2nnc(C(F)(F)F)s2)cc1	-3	5	-3.2	1	7	-2	0	13	-14	99
CCN1CCN(C(CNS(=O)(=O)c2ccc(Cl)cc2)c2cccnc2)CC1 (configuration not stated)	2	-8	-4.6	-2	12	-3	-5	5	-3	102
Cc1ccccc1NS(=O)(=O)c1ccc(C(=O)NCC(C)(C)N2CCOCC2)cc1	-6	-9	-0.3	-4	24	-3	2	7	-12	96

Pulled by compound from above:
Structure	H9c2 protect	NOD2-RIPK2 inh	MC4R ag barr	m5-HT2A agonist	NCOA2 inhibitor	Glyco luc inh	ABHD5 PLIN5 PPI	MC4R antagonist	TLR9-MyD88 inh	ABCB6 inh MLPCN
Cc1cc(C)cc(NC(=O)COC(=O)[C@@H](NC(=O)c2ccco2)C(C)C)c1	4	-4	0.8	-2	-8	-2	4	24	-1	106
COCCCNC(=S)NNC(=O)c1cccnc1	-1	-7	-1.4	-3	-11	0	-6	5	1	97
S=C(Nc1ccccc1)N1CCCN1c1ccccc1	-9	-5	-1.2	3	19	-2	-2	14	0	99
Cc1ccccc1NS(=O)(=O)c1ccc(C(=O)NCC(C)(C)N2CCOCC2)cc1	-6	-9	-0.3	-4	24	-3	2	7	-12	96
c1ccc(-c2nnnn2-c2ccccn2)cc1	-1	3	1.5	1	-25	3	2	-1	8	89
Cc1cnc(C(=O)OCc2cc(=O)n3c(C)cccc3n2)cn1	11	-16	-0.3	9	21	-1	2	-1	0	100

Later entries
Values run as follows: H9c2 protect, NOD2-RIPK2 inh, MC4R ag barr, m5-HT2A agonist, NCOA2 inhibitor, Glyco luc inh, ABHD5 PLIN5 PPI, MC4R antagonist, TLR9-MyD88 inh, ABCB6 inh MLPCN
> CCc1ccc(Nc2oc(C)cc(=O)c2C(C)=O)cc1
 : 1, -4, 0.1, -1, -14, -1, -1, 3, 5, 100
> CCOc1ccc(C2NC(=O)C(C#N)=C(S)N2c2ccc(C)cc2)cc1OC (configuration not stated)
 : 0, -6, -1.8, 2, 2, 1, -26, 2, -5, 93
> CCOC(=O)N1CCN(C(=O)C2CCCCC2)CC1
 : -2, 10, -0.6, 11, 1, 2, -1, 2, -1, 95
> [O-]/C(=C(\C(=S)Nc1cccc2ccccc12)[n+]1cccc(CO)c1)c1ccc(Cl)s1
 : 4, 2, -2.9, -3, 3, 0, -10, 15, 2, 104
> COc1ccc(C(=O)N2CCCC(Nc3ccc(F)cc3)C2)cc1F (configuration not stated)
 : 2, -6, -1.3, 0, -8, 1, 0, 2, -7, 95
> O=C(COC(=O)CCSc1ccccc1Cl)NCc1ccco1
 : 2, 2, -2.9, 0, 6, 3, 0, 6, 0, 104
> Cc1ccc(S(=O)(=O)NNC(=O)/C=C/c2cccc(F)c2)cc1
 : 0, -3, -1.7, 0, -14, 1, -3, -4, 2, 94
> CN(C)CCCNC(=O)C1CCNCC1
 : -1, -4, -1.6, 2, -6, 1, -3, -1, -5, 95
> CSC1=NSC2=NC(=O)/C(=C\c3cccs3)C(=N)N12
 : -12, 7, 0.4, 1, -75, -8, -4, 5, 8, 100
> Cc1ccc(C(=O)c2cnc3cc4c(cc3c2S(=O)(=O)c2ccccc2)OCCO4)cc1
 : -6, 8, -2.0, -4, -13, -8, -3, -1, 3, 90
> COc1ccc(N2CCN(C(=O)c3ccc(NS(=O)(=O)c4ccccc4)cc3)CC2)cc1
 : -22, -5, -0.7, 7, -12, -1, -2, 5, -15, 105
> Cc1ccc(S(=O)(=O)NNC2=NCCCCC2)cc1
 : -3, 2, -1.4, 1, 22, 2, -5, 7, -2, 96
> Oc1ccc(F)c(CN2CCN(c3ncc(Cc4ccccc4)cn3)CC2)c1
 : ., -1, ., -6, 12, ., -7, ., ., .
> O=C(C[C@@H]1C/C=C/CC[C@H](Cc2ccc(F)cc2)C(=O)OCCNC1=O)N[C@H](CO)Cc1ccccc1
 : -6, 4, 0.0, -2, -1, 3, 2, -1, 3, 97
> NC(=O)c1cc(Br)cc2c3c([nH]c12)CCCC3
 : -4, 1, -1.5, 4, -17, 10, -4, 2, 3, 88

Values run as follows: H9c2 protect, NOD2-RIPK2 inh, MC4R ag barr, m5-HT2A agonist, NCOA2 inhibitor, Glyco luc inh, ABHD5 PLIN5 PPI, MC4R antagonist, TLR9-MyD88 inh, ABCB6 inh MLPCN
> CCOc1cc2c3c(c1)C1(Nc4ccccc4S1)C(=O)N3C(C)(C)CC2C (configuration not stated)
 : -5, 1, 3.3, 10, 15, -6, -14, 21, 0, 104
> O=C(Cc1ccc2c(c1)CCCC2)Nc1ccccc1Cl
 : -8, 7, 4.3, 2, -18, -5, -2, 1, -7, 96
> Cn1ncc(Cl)c1C(=O)Nc1cccnc1
 : 12, -21, -2.2, 3, -21, 2, 1, 15, 5, 113
> Cc1nnc(NC(=O)CSc2nnc(CNC(=O)c3ccccc3)n2-c2ccccc2)s1
 : 6, -4, -0.3, 1, -4, -1, 7, 5, -1, 97
> Fc1cccc2ncnc(OCc3ccccc3)c12
 : -2, 3, -2.0, -4, 3, 1, 2, 0, -9, 99
> COc1cc(/C=C/C(=O)c2ccc3c(c2)OCO3)cc(OC)c1OC
 : 23, -6, -1.6, 0, ., 8, 11, 1, -1, 86
> CCCn1c(N)c(C(=O)CSc2nnc3n2CCCCC3)c(=O)n(C)c1=O
 : 1, 6, -0.6, 2, -6, -3, 1, 7, 2, 93
> CCCCc1c(O)nc(SCC(=O)N2CCOCC2)n(-c2ccccc2OC)c1=O
 : -1, 6, -0.8, 0, 4, 0, -6, 15, -1, 97
> C=CC[C@@H](CC(=O)NCCO)C(=O)NC[C@@H](OC(=O)[C@H](CC=C)CC(=O)OC(C)(C)C)c1ccccc1
 : 6, -20, 0.8, -1, 0, -1, 0, 6, -2, 101
> COCCCNC(=S)NNC(=O)c1ccc(S(=O)(=O)N2CCC(C)CC2)cc1
 : -4, 2, -2.9, -2, -20, 1, -6, -2, -5, 104
> S=C1NC[C@H](Cc2ccccc2)N1CCc1cccc2ccccc12
 : -3, 5, 7.0, -2, -15, 1, -2, 8, 4, 92
> O=C(CSc1nnc(-c2ccccc2Cl)o1)Nc1ccc2c(c1)OCCO2
 : -4, -6, -0.6, -2, -31, 1, -3, 11, 2, 98
> O=C(O)COc1ccc(S(=O)(=O)N2CCCC2)cc1
 : -2, 5, 0.2, -1, -12, 1, -2, 2, -6, 94
> COC(=O)c1sccc1NC(=O)CSc1nnnn1-c1ccccc1F
 : -6, 4, -0.6, -2, 0, -3, 0, 10, 7, 114
